Screens (PubChem)
pCIP destab – p/CIP-EGFP fusion destabilizers, primary screen, fluorescence, F442A cells. Q05BA5. 16 h. decrease of EGFP signal, % at 10 µM. 290,000 compounds, 0.01% hits;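 active means EGFP signal decrease of at least 30% at 10 µM or well 3 SD below plate mean, unless failing retest; inactive means the rest, including hits failing retest or dose response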; further: some compounds called inactive have numbers as strong as hits; many of its hits are not listed in these tables
GalR3 antagonist – GalR3 antagonists in HEK293 cells, primary screen, cell-based, fluorescence readout; Galanin receptor type 3 (Homo sapiens), O60755; HEK293 GalR3-CNG cAMP membrane potential fluorescence; galR3 body fused to GalR1 C-terminus; inhibition, % at 3 µM; 360,000 compounds, 0.44% hits; AID 651719, 2012;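 active means inhibition above the screen-wide average plus 3 SD, cut at about 13% in these data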;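 further: forskolin and galanin both at EC90 stimulate the cells; cAMP rise reported by CNG channel membrane potential dye signal; 0% = forskolin plus galanin with DMSO and 100% = forskolin alone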
Target sequence (O60755 1-299 limits assumed): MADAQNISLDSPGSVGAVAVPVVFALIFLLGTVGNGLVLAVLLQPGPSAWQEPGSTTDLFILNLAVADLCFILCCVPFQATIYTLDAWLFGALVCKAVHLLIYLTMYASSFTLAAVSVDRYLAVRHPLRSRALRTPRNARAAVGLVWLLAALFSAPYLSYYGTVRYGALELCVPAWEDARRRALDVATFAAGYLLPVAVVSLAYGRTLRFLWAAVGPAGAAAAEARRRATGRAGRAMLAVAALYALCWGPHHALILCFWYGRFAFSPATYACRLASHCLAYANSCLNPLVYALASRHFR
VIM-2 inh – VIM-2 metallo-beta-lactamase inhibitors, primary screen, biochemical, epi-absorbance readout, Pseudomonas aeruginosa enzyme | purified VIM-2, nitrocefin hydrolysis, epi-absorbance fluorescence | inhibition, % at 5.6 µM | 290,000 compounds, 0.89% hits;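 active means inhibition above the mean of all tested compounds plus 3 SD, cutoff set per screening run, cut at about 7.5% in these data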;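 further: red hydrolysis product quenches plate fluorescence so inhibitors raise well fluorescence; 0% = enzyme with DMSO and 100% = DMSO without enzyme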
HCV NS3 hel inh – inhibitors of HCV NS3 helicase, primary screen, biochemical, Cy5 molecular beacon fluorescence | Hepatitis C virus NS3 helicase | NS3 helicase DNA unwinding | inhibition, % at 10.9 µM | 290,000 compounds, 0.56% hits;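 active means inhibition above the mean of all tested compounds plus 3 SD, set per campaign, cut at about 35% in these data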;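 further: 0% = DMSO wells and 100% = thioflavine S control wells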
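Assay system: hepatitis C virus NS3 helicase domain fragment enzyme. Also added: annealed dual-labelled DNA beacon duplex, ATP-started. Timing: 1 h reaction at 25 °C, ATP-initiated. Technique: Cy5 fluorescence at 0 and 60 min, beacon hairpin quenching. Evaluation: % inhibition of unwinding. Replication: one well per compound.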
IDE cell inh – human IDE inhibitors in live cells, primary screen, fluorescence polarization, HEK cells, FAbetaB substrate. Insulin-degrading enzyme (Homo sapiens), P14735. FAbetaB cleavage. inhibition, % at 5.59 µM. 320,000 compounds, 0.41% hits. AID 434962, 2010;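 active means percent inhibition above the average of all tested compounds plus 3 SD, set per screening campaign, cut at about 16% in these data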;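 further: IDE supplied by intact live HEK cells; FP after avidin binding of uncleaved biotin substrate so inhibition keeps polarization high; 0% = DMSO wells and 100% = 60 µM reference IDE inhibitor Ii1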
SUMO HTRF inh – inhibitors of in vitro SUMOylation cascade, primary screen, biochemical, HTRF, uHTS | inhibition, % at 35 µM | HTRF SUMOylation assay, SAE1/SAE2 + UBC9 | 290,000 compounds, 0.36% hits | AID 2006, 2009; in the data active means inhibition above about 50%, passing the limit was not always enough; further: strong numbers were not always called active
Target sequence (P63279 whole entry, looked up): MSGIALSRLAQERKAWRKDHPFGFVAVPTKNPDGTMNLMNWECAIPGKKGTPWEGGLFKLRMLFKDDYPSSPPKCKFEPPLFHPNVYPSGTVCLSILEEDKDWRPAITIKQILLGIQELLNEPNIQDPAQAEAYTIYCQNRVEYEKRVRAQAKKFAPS
IDE cell activ – human IDE activators in live cells, primary screen, fluorescence polarization, HEK cells, FAbeta-B substrate; Insulin-degrading enzyme (Homo sapiens), P14735; FAbeta-B cleavage; 0% vehicle, 100% cell-free pure enzyme wells; activation, % at 5.96 µM; 340,000 compounds, 0.073% hits; AID 493087, 2011;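 active means activation above the mean of all tested compounds plus 3 SD, set per screening campaign, cut at about 17% in these data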
CRFBP-R2 block – antagonists of CRF-BP/CRF-R2 complex, primary screen, cell-based, HEK293, calcium dye fluorescence, uHTS; CRF-induced calcium fluorescence; inhibition, % at 11.8 µM; 350,000 compounds, 0.59% hits;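 active means inhibition of the ligand-induced calcium signal above about 50% at the single tested concentration, limit read from the data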
IMP-1 inhibitor – IMP-1 metallo-beta-lactamase inhibitors, primary screen, biochemical, epi-absorbance readout, Pseudomonas aeruginosa enzyme | metallo-beta-lactamase IMP-1 (Pseudomonas aeruginosa) | purified IMP-1, nitrocefin hydrolysis, epi-absorbance fluorescence | inhibition, % at 5.6 µM | 290,000 compounds, 0.45% hits | AID 1556, 2009;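 active means inhibition above the mean plus 3 SD of all compounds in the same screening run, cut at about 4.5% in these data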;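 further: 0% = IMP-1 with DMSO and 100% = DMSO wells lacking enzyme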
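System – purified recombinant IMP-1 beta-lactamase · Input – IMP-1 dispensed at 0.2 nM · Timing – 15 min preincubation plus 25 min reaction at 25 °C · Signal – Epi-absorbance fluorescence, 480 nm excitation, 530 nm emission · Measure – percent IMP-1 inhibition derived from blank-referenced optical density · Controls – Enzyme-plus-DMSO low control, enzyme-free DMSO high control · Replication – singlicate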
* marks the source's active call; other numbers are inactive results; / = no result given.

SMILES	pCIP destab	GalR3 antagonist	VIM-2 inh	HCV NS3 hel inh	IDE cell inh	SUMO HTRF inh	IDE cell activ	CRFBP-R2 block	IMP-1 inhibitor
Cc1ccc(S(=O)(=O)N(CC(=O)Nc2ccccc2-c2ccccc2)c2ccc(C)cc2C)cc1	9	-2	-2.8	2	2	-8	5	-37	-3.2
CC1=C(C(=O)OCC2CCCO2)C(c2ccccc2)C2=C(CCCC2=O)N1 (centres undefined)	10	-8	-2.2	-4	-1	-2	2	-3	-1.2
CC(=O)Nc1ccccc1OCC(=O)c1cc(C)n(Cc2cccs2)c1C	-26	83*	-2.2	-1	1	19	0	-89	-2.2
O=C(Nc1nc(-c2ccco2)cs1)c1ccccc1	-10	1	-1.6	11	7	21	-4	-11	-2.6
Clc1ccc(-n2nnnc2-c2cnc3ccc(Cl)cc3c2-c2ccccc2)cc1	-4	-3	1.7	10	2	-2	1	-9	0.5
Cc1ccc(-n2c(-c3cccs3)nc3nc4ccccc4nc32)cc1	-10	-3	-2.0	4	-4	8	/	/	-2.0
CCc1nnc2n1N=C(c1ccccc1)CS2	-3	-13	1.6	5	-3	21	0	-4	-1.4
CCOC(=O)C(Cc1ccccc1)C(=O)Nc1cccc(C)c1 (centres undefined)	5	-1	-1.4	-1	-5	-10	5	-23	-2.5
COC(=O)[C@H](C)NC(=O)NC(C)CCc1ccccc1 (some centres undefined)	-12	-5	-1.3	5	1	10	-4	8	-2.0
Cc1ccccc1OCC(O)Cn1c(=N)n(Cc2ccccc2)c2ccccc21 (centres undefined)	-16	-7	-1.1	-72	-6	12	8	-8	-0.1
COc1ccc(C(=O)CC2OC(=O)c3ccccc32)cc1OC (centres undefined)	-9	-2	0.4	12	-3	-15	1	9	4.9*
Cc1cc(N)n2nc(-c3ccccc3)cc2n1	10	-1	-3.9	0	7	-7	-4	5	0.4
O=C(N/N=C/c1cc(Br)c(Br)o1)c1ccc2c(c1)OCCO2	7	-2	0.2	37*	-1	5	-2	9	-0.5
COc1ccc(Cn2c(C3CC3)nc3ccc(NC(=O)c4cccnc4)cc3c2=O)cc1	4	/	-2.6	-10	-1	5	2	-10	-1.1
CCCOC1CCCN(C(=O)CCc2nnc(-c3ccc4c(c3)OCO4)o2)C1 (centres undefined)	-1	-1	-0.3	5	-3	-9	4	5	-0.6
CCOC(=O)c1ccc(NC(=O)c2nc[nH]c2C(=O)NCc2ccccc2)cc1	12	-6	/	/	-3	-9	2	2	/
COc1ccc(C2SCC(C(=O)NCc3ccc(F)cc3)N2C(C)=O)cc1 (centres undefined)	-31	-4	0.0	-9	-1	16	-1	-4	-3.6
O=C(CSc1ccccn1)Nc1ccc(Br)cn1	2	-4	-1.6	-1	3	-5	-2	2	-3.1
CC(C)(CNC(=O)COc1ccccc1Cc1ccccc1)N1CCOCC1	21	-5	-1.7	1	6	9	-3	-4	-1.8
CCCn1c(=O)[nH]c(=O)c2c1nc(-c1ccccc1OC(F)F)n2CCOC	8	-1	-1.5	-2	6	-5	3	-29	-3.4
O=C(O)CC1SC(=Nc2cccc(O)c2)NC1=O (centres undefined)	-8	-3	-1.4	6	-2	23	7	-12	-3.7
O=C1c2ccccc2-c2nc3ncnn3c(-c3ccccc3Cl)c21	2	2	-5.0	0	3	8	0	-5	-3.4
CC(C)N(Cc1cc2ccccc2[nH]c1=O)C(=O)C1CCCCC1	-6	0	-0.3	4	4	2	2	-3	-1.4
COc1ccccc1COC(=O)N/C=C/c1ccco1	-5	-3	1.1	15	2	0	2	24	0.0
O=C1C=CC(O)(c2cc(=O)c3c(O)cc(O)cc3o2)C=C1	-28	-5	-2.3	8	-2	10	5	16	-2.0

Other compounds.
SMILES	pCIP destab	GalR3 antagonist	VIM-2 inh	HCV NS3 hel inh	IDE cell inh	SUMO HTRF inh	IDE cell activ	CRFBP-R2 block	IMP-1 inhibitor
CCOC(=O)C1=C(CC)Nc2ccccc2N=C1NC(=O)c1cc(S(=O)(=O)N2CCOCC2)ccc1C	/	-1	/	/	3	/	7	-3	/
C[C@H](CO)N1C[C@H](C)[C@@H](CN(C)S(=O)(=O)c2cn(C)cn2)Oc2ccc(NC(=O)C3CCCCC3)cc2C1=O	/	3	/	/	-1	/	1	-8	/
CCOc1ccc2c(C)c(C)c(=O)oc2c1OCC	-15	-5	-3.5	6	4	35	9	-3	-3.0
Cc1onc(-c2ccccc2)c1C(=O)OCC(=O)Nc1ccc(OC(F)(F)F)cc1	/	-5	/	/	2	/	0	-26	/
O=C(Cn1cc2c(n1)CCCCC2)NCCN1CCOCC1	-7	8	-2.6	3	-1	-2	7	-20	-0.7
CN(C)S(=O)(=O)c1ccc(Cl)c(NC(=O)CSc2nc3c(cc2C#N)C(=O)CCC3)c1	8	-2	1.2	6	5	3	4	15	0.2
CCOc1ccc(N(Cc2cc3ccc(C)cc3[nH]c2=O)S(=O)(=O)c2ccccc2)cc1	1	6	-1.4	-26	-4	-13	7	-14	-1.1
Cc1ccc(C)c(N(CC(=O)NCc2ccco2)C(=O)CCC(=O)Nc2nccs2)c1	-5	-9	-0.2	6	1	-4	-1	1	1.1
CCOC(=O)COc1cc2c(C(=O)OCC)c(C)oc2cc1Br	1	-7	-1.3	4	2	-16	4	1	-1.5
COc1ccc(-c2cc(C(=O)OCC(=O)N(C)C)c3ccccc3n2)cc1	10	-2	1.2	-14	-4	22	5	6	4.7*
N#Cc1nc(-c2ccc(OCc3ccccc3)cc2)oc1N1CCOCC1	-6	-4	-2.5	3	5	8	-3	-22	-2.6
Cc1nn(C)c(Cl)c1/C=N/OC(=O)c1ccc(F)cc1	-2	-7	-2.0	1	2	18	3	10	-3.8
CCCc1cnc(N2CCN(C(=O)c3ccc(OC)cc3)CC2)nc1	0	/	-3.6	-9	1	0	-5	3	-2.0
O=C1CN(C(=O)COc2cccc(F)c2)c2ccccc2N1	-5	-5	-1.2	-5	1	-4	/	/	-1.6
CCC(C)(C(=O)NC1CCCCC1)N(Cc1cccs1)C(=O)c1ccccn1 (centres undefined)	-2	0	0.4	-8	1	-12	-2	5	0.4
CCOc1ccc(Nc2nc(N3CCOCC3)nc(N3CCOCC3)n2)cc1	-7	-8	-3.0	9	4	-1	5	0	-5.3
COc1ccc(Oc2ccc(NC(=O)c3ccccc3C)cc2)cc1	3	-6	0.7	-5	-1	-12	5	27	-2.3
CC(C)C[C@H](NC(=O)Nc1cccc(Cl)c1)C(=O)O	-22	0	-2.8	0	1	15	2	7	-3.5
CC(C)COC(=O)NCCCOC(=O)Nc1ccccc1	-10	-2	3.0	-3	2	-3	-9	19	0.5
COc1ccc(NC(=O)c2cc(C(C)C)on2)cc1OC	0	-5	-0.7	-2	6	22	-3	7	4.4
COc1ccc(OC)c(-c2csc(NC(=O)Cn3[nH]c(=O)c4ccccc4c3=O)n2)c1	-10	-4	-2.0	5	6	8	-5	-2	-1.2
COCCCN(CC(=O)NCc1ccccc1)S(=O)(=O)c1ccc(C)cc1	-5	3	-2.3	-6	0	-11	3	5	-2.4
O=C(c1coc(=O)c(Br)c1)N1CCOCC1	-6	0	-0.8	-2	/	3	4	1	-4.9

Structural class: those above with a cyano group
SMILES	pCIP destab	GalR3 antagonist	VIM-2 inh	HCV NS3 hel inh	IDE cell inh	SUMO HTRF inh	IDE cell activ	CRFBP-R2 block	IMP-1 inhibitor
CN(C)S(=O)(=O)c1ccc(Cl)c(NC(=O)CSc2nc3c(cc2C#N)C(=O)CCC3)c1	8	-2	1.2	6	5	3	4	15	0.2
N#Cc1nc(-c2ccc(OCc3ccccc3)cc2)oc1N1CCOCC1	-6	-4	-2.5	3	5	8	-3	-22	-2.6

Structural class: those above containing an aryl methoxy group
SMILES	pCIP destab	GalR3 antagonist	VIM-2 inh	HCV NS3 hel inh	IDE cell inh	SUMO HTRF inh	IDE cell activ	CRFBP-R2 block	IMP-1 inhibitor
COc1ccc(C(=O)CC2OC(=O)c3ccccc32)cc1OC (centres undefined)	-9	-2	0.4	12	-3	-15	1	9	4.9*
COc1ccc(Cn2c(C3CC3)nc3ccc(NC(=O)c4cccnc4)cc3c2=O)cc1	4	/	-2.6	-10	-1	5	2	-10	-1.1
COc1ccc(C2SCC(C(=O)NCc3ccc(F)cc3)N2C(C)=O)cc1 (centres undefined)	-31	-4	0.0	-9	-1	16	-1	-4	-3.6
COc1ccccc1COC(=O)N/C=C/c1ccco1	-5	-3	1.1	15	2	0	2	24	0.0
COc1ccc(-c2cc(C(=O)OCC(=O)N(C)C)c3ccccc3n2)cc1	10	-2	1.2	-14	-4	22	5	6	4.7*
CCCc1cnc(N2CCN(C(=O)c3ccc(OC)cc3)CC2)nc1	0	/	-3.6	-9	1	0	-5	3	-2.0
COc1ccc(Oc2ccc(NC(=O)c3ccccc3C)cc2)cc1	3	-6	0.7	-5	-1	-12	5	27	-2.3
COc1ccc(NC(=O)c2cc(C(C)C)on2)cc1OC	0	-5	-0.7	-2	6	22	-3	7	4.4
COc1ccc(OC)c(-c2csc(NC(=O)Cn3[nH]c(=O)c4ccccc4c3=O)n2)c1	-10	-4	-2.0	5	6	8	-5	-2	-1.2
